Assay outcomes: PubChem BioAssay, The Scripps Research Institute Molecular Screening Center
proKLK7 act: activates the human kallikrein-7 zymogen | purified proKLK7, EDANS-DABCYL substrate fluorescence; 100% is mature enzyme control, 0% vehicle | activation, % at 7 µM | hit rate 0.9% among 370,000 | AID 652039;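 active = activation above the mean of all tested compounds plus 3 SD, computed per campaign excluding outliers beyond control limits, cut at about 13% in these data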
Target sequence (P49862 whole entry, looked up): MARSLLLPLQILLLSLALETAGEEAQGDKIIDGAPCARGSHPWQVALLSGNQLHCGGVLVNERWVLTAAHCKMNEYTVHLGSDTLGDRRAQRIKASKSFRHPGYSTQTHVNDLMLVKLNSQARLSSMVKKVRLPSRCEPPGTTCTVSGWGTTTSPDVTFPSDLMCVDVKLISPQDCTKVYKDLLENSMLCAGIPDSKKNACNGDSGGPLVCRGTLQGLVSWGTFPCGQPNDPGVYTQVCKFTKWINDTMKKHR
Tn6 DDE FP: inhibitors of Tn6 peptide binding to human fibrin DD(E) | P02675 | Fibrin DD(E) TRITC-Tn6 fluorescence polarization displacement | hit rate 0.21% among 370,000 | inhibition, % at 8.3 µM | AID 720509;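 active = inhibition above a per-campaign cutoff: mean of compounds within control limits plus 3 SD, cut at about 15% in these data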;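 also: 0% = median of all compound wells on the plate and 100% = blocking peptide control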
MBD2 DNA inh: MBD2-methylated oligo binding inhibition. TR-FRET, MBD2 binding to methylated oligonucleotide. inhibition, % at 4.4 µM. hit rate 0.31% among 370,000. Q9UBB5; in the data active = inhibition above about 13%
UHRF1 binding: UHRF1 methyl-DNA binding inhibition. Q96T88. hit rate 0.75% among 370,000. UHRF1 binding to methylated oligo, TR-FRET. inhibition, % at 4.4 µM; in the data active = inhibition above about 21%;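 also: UHRF1 SRA domain binding a hemimethylated CpG hairpin DNA probe; 0% = median of test compound wells and 100% = reference inhibitor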
DDE Tn7 FP inh: inhibitors of Tn7 peptide binding to human fibrin DD(E); P02675; FP displacement of FITC-Tn7 peptide from fibrin DD(E); 0% = median of compound wells per plate; inhibition, % at 8.3 µM; hit rate 0.13% among 370,000;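 active = inhibition above the mean of compounds falling within the control limits plus 3 SD of them, cut at about 14% in these data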;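 also: 0% = plate median of compound wells and 100% = 10 µM Aha-Tn7 peptide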
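Assay system: Human clot-derived fibrin DD(E) complex | Buffer or medium: Tris/NaCl/CaCl2 buffer, pH 7.8 | Repeats: One replicate per compound | Benchmarks: Aha-Tn7 high control | Measure: % inhibition scaled between sample-field median and high-control FP | Schedule: 10 min plus 3 h, room temperature | Signal: Fluorescence polarization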
TCR-CD3 inh: inhibitors of human TCR-CD3 interaction; TAMRA-labeled TCR probe fluorescence, biochemical; inhibition, % at 9.4 µM; hit rate 0.37% among 360,000; AID 651800; in the data active = inhibition above about 19%;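 also: recombinant mutant TCR 2C K166C tagged with TAMRA read by polarization; 0% = receptor in buffer alone and 100% = receptor with positive control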
SIAE inh: blocks human sialic acid acetylesterase; hit rate 0.69% among 370,000; inhibition, % at 9.66 µM; AID 1053197; SIAE FP-Rh probe binding, fluorescence polarization; Q9HAT2;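 active = inhibition above a cutoff: mean of compounds within the control limits plus 3 SD of those, cut at about 17% in these data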;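 also: 0% = plate median of compound wells and 100% = probe without SIAE protein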
LEDGF integ inh: blocks HIV-1 LEDGF/p75-dependent DNA integration; inhibition, % at 3.7 µM; TR-FRET IN-LEDGF/p75 DNA integration, Eu/Cy5; AID 743269; hit rate 0.64% among 370,000;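 active = inhibition above the screen-wide mean plus 3 SD, cut at about 13% in these data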;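 also: signal is the Cy5 over europium emission ratio at 671 and 618 nm; 0% = plate median of compound wells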
TDP2 inh: TDP2 (human) inhibition, absorbance primary screen. O95551. hit rate 0.34% among 370,000. recombinant TDP2, T5PNP hydrolysis, p-nitrophenol absorbance 415 nm. inhibition, % at 12.8 µM. AID 720702;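 active = inhibition above the mean of all tested compounds plus 3 SD, set per campaign, cut at about 25% in these data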;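 also: 0% = DMSO with enzyme and 100% = buffer with substrate but no TDP2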
Target sequence (O95551 whole entry, looked up): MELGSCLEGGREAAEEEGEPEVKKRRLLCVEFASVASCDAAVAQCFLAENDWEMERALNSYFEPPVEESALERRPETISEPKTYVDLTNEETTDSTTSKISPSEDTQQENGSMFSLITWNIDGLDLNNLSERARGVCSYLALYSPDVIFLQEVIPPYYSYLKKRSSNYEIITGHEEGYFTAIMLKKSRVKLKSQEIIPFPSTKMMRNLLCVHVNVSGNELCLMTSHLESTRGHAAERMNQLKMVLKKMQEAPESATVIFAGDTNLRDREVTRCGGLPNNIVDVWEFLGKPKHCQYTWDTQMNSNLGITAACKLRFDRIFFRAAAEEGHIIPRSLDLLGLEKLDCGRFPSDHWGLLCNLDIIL
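Incubation: 2 h at 37 °C; Test system: recombinant human TDP2; Quantity: enzyme 120 nM; Read-out basis: percent inhibition; Medium: 50 mM Tris-HCl pH 7.5 with Mg2+, KCl, DTT, BSA; Repeats: single replicate; Compound: 12.8 µM single point, 1% DMSO; Signal: epi absorbance; Reagent: 5 mM T5PNP chromogenic substrate; Benchmarks: no-enzyme high, DMSO-plus-enzyme low.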
PRMT1 inh: PRMT1 (human) inhibition, primary screen. Q99873. recombinant PRMT1, activity-based probe fluorescence polarization. inhibition, % at 2.79 µM. hit rate 1.3% among 370,000;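 active = inhibition above about 21% made by adding two undisclosed values, limit read from the data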
Target sequence (Q99873 whole entry, looked up): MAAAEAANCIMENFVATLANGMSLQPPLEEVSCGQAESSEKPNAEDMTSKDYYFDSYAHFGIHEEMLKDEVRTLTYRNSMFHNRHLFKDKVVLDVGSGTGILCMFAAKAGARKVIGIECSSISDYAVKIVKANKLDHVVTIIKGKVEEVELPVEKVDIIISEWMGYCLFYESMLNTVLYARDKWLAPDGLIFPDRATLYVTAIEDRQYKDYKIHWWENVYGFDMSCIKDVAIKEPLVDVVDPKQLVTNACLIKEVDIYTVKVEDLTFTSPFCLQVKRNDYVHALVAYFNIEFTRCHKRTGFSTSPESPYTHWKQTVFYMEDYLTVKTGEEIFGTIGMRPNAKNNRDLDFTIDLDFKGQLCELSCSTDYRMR
Numbers without * were called inactive; . = not tested or not shown.

Start of the data: the first 8 compounds, to show the layout:
SMILES | proKLK7 act | Tn6 DDE FP | MBD2 DNA inh | UHRF1 binding | DDE Tn7 FP inh | TCR-CD3 inh | SIAE inh | LEDGF integ inh | TDP2 inh | PRMT1 inh
O=C(COC(=O)C(c1ccccc1)c1ccccc1)NCc1ccco1 | 0.1 | -1 | -4 | -6 | 0 | -4 | 2 | 4 | 3 | -5
C=CCOC(=O)C1=C(C)NC(C)=C(C(=O)OCC=C)C1/C=C/c1ccccc1 | -4.2 | 4 | -3 | -1 | 3 | -6 | -6 | 1 | -4 | 0
CCN(CC)C(CNS(=O)(=O)c1ccc(Cl)cc1)c1ccccc1 (centres undefined) | 0.3 | 0 | -3 | 9 | 0 | 0 | -6 | -8 | -6 | 3
CCCc1c(C(=O)Nc2ccc(F)cc2)cnn1-c1ccccc1 | 0.3 | -7 | 3 | -2 | -9 | -1 | 11 | -4 | -9 | -1
CCOC(=O)[C@H]1[C@H]2COc3ccc(C)cc3[C@@H]2N2C(=O)c3ccccc3NC(=O)[C@@]12C | 0.8 | 5 | -2 | -1 | 5 | 2 | -2 | -1 | 6 | -2
CC1CC(C)CN(C(=O)COC(=O)c2ccc3ncsc3c2)C1 (centres undefined) | 0.0 | 7 | -2 | 0 | 2 | 4 | -39 | 7 | -4 | 6
C[C@H]1CN(C2CCCCC2)C(=O)[C@@H]1CC(=O)Nc1ccc(Br)cc1 | 0.6 | -4 | -1 | 1 | -6 | 3 | -4 | 4 | -5 | -3
COc1ccc(C2=NN(C(=O)CSC3=NN4CCCC(=O)N=C4S3)C(c3cccc(OC)c3OC)C2)cc1 (centres undefined) | 0.3 | 0 | -6 | 2 | 3 | -3 | -5 | 9 | -24 | -7

All compounds of this part, from the start:
SMILES | proKLK7 act | Tn6 DDE FP | MBD2 DNA inh | UHRF1 binding | DDE Tn7 FP inh | TCR-CD3 inh | SIAE inh | LEDGF integ inh | TDP2 inh | PRMT1 inh
O=C(COC(=O)C(c1ccccc1)c1ccccc1)NCc1ccco1 | 0.1 | -1 | -4 | -6 | 0 | -4 | 2 | 4 | 3 | -5
C=CCOC(=O)C1=C(C)NC(C)=C(C(=O)OCC=C)C1/C=C/c1ccccc1 | -4.2 | 4 | -3 | -1 | 3 | -6 | -6 | 1 | -4 | 0
CCN(CC)C(CNS(=O)(=O)c1ccc(Cl)cc1)c1ccccc1 (centres undefined) | 0.3 | 0 | -3 | 9 | 0 | 0 | -6 | -8 | -6 | 3
CCCc1c(C(=O)Nc2ccc(F)cc2)cnn1-c1ccccc1 | 0.3 | -7 | 3 | -2 | -9 | -1 | 11 | -4 | -9 | -1
CCOC(=O)[C@H]1[C@H]2COc3ccc(C)cc3[C@@H]2N2C(=O)c3ccccc3NC(=O)[C@@]12C | 0.8 | 5 | -2 | -1 | 5 | 2 | -2 | -1 | 6 | -2
CC1CC(C)CN(C(=O)COC(=O)c2ccc3ncsc3c2)C1 (centres undefined) | 0.0 | 7 | -2 | 0 | 2 | 4 | -39 | 7 | -4 | 6
C[C@H]1CN(C2CCCCC2)C(=O)[C@@H]1CC(=O)Nc1ccc(Br)cc1 | 0.6 | -4 | -1 | 1 | -6 | 3 | -4 | 4 | -5 | -3
COc1ccc(C2=NN(C(=O)CSC3=NN4CCCC(=O)N=C4S3)C(c3cccc(OC)c3OC)C2)cc1 (centres undefined) | 0.3 | 0 | -6 | 2 | 3 | -3 | -5 | 9 | -24 | -7
CC(C)(C)Cc1nnc(NS(C)(=O)=O)s1 | -0.1 | -9 | -6 | -3 | 4 | -8 | 2 | 2 | 3 | -1
O=C(CSc1nc2ccccc2nc1N1CCCC1)Nc1ccc(Cl)cc1 | 0.0 | -4 | 0 | -4 | 0 | 3 | 5 | 1 | 2 | -2
CCOc1ccc2nc(SCC#N)c(C#N)cc2c1 | 8.8 | -8 | -3 | -2 | 0 | 3 | -8 | -4 | 0 | 4
O=[N+]([O-])c1ccc(S(=O)(=O)NN=Cc2ccc(Cl)c(Cl)c2)cc1 | 1.4 | 4 | -4 | -1 | 1 | -5 | 0 | -2 | 5 | 3
CSC1=C(C#N)C(C)CC(=O)N1 (centres undefined) | -0.4 | 5 | 0 | 1 | 1 | -4 | 2 | -2 | 5 | 1
O=C(Nc1ccccc1C(F)(F)F)N1CCCC(O)C1 (centres undefined) | 0.1 | 7 | 4 | 3 | 2 | -9 | -4 | 0 | -6 | 1
Cc1ccc(-c2ccc(C(=O)O)[nH]2)cc1 | -0.2 | -2 | -2 | 5 | 0 | -9 | 5 | 2 | -15 | -3
C=CCn1c(=N)c(C#N)cc2c(=O)n3ccccc3nc21 | 11 | 1 | -1 | -4 | -8 | 2 | -3 | 1 | 0 | 1
COc1ccc(CNC(=O)C(NS(=O)(=O)c2ccc3c(c2)CCCN3C(C)=O)C(C)C)cc1 (centres undefined) | 0.3 | -1 | 2 | -2 | -8 | 0 | -6 | 9 | -1 | -2
Cc1ccc(N(C(=O)c2csnn2)C(C(=O)NC(C)(C)C)c2cccs2)cc1 (centres undefined) | 0.9 | 2 | 2 | -1 | 4 | -2 | -2 | -5 | 6 | 2
Cc1ccc(C(=O)Nc2nc3ccccc3[nH]2)cc1 | -0.3 | -2 | 2 | 2 | -2 | -8 | -6 | -1 | -9 | 1
COC(=O)c1ccc(NS(=O)(=O)c2c(C)nc3sccn3c2=O)cc1 | -0.5 | 1 | 7 | 0 | -1 | 1 | -11 | -1 | 1 | 1
CCc1cc(=O)oc2c3c(cc(OCC(=O)NCCCn4ccnc4)c12)OC(C)(C)CC3 | 7.9 | 15* | -1 | 2 | 3 | 4 | -7 | -2 | 4 | -2
COc1ccc(S(=O)(=O)N2CCOCC2)cc1NC(=O)Cc1cccs1 | -0.5 | 5 | 4 | 4 | 3 | -5 | 5 | 1 | 6 | 2
CC(C)CN(C(=O)c1cc([N+](=O)[O-])cc([N+](=O)[O-])c1)C1CCS(=O)(=O)C1 (centres undefined) | -0.1 | 3 | -3 | 1 | -2 | -7 | 0 | 2 | -8 | 6
CCOc1ccccc1NC(=O)CCCNC(=O)Cn1cnc2sc(C)c(C)c2c1=O | 0.1 | 4 | 1 | 4 | -1 | 10 | -3 | -1 | -16 | -5
CC(C)CNC(=O)C1CC(=O)OC12CCCCC2 (centres undefined) | 0.0 | -3 | -1 | 1 | -1 | -1 | 8 | -6 | 1 | -5

(continued)
SMILES | proKLK7 act | Tn6 DDE FP | MBD2 DNA inh | UHRF1 binding | DDE Tn7 FP inh | TCR-CD3 inh | SIAE inh | LEDGF integ inh | TDP2 inh | PRMT1 inh
CCCCCCCc1nc2sc3c(c2c(=O)n1N)CC(C)(C)OC3 | 0.1 | 2 | -5 | -3 | -2 | 5 | 0 | 3 | 18 | 0
COc1ccc(-c2nc3c(s2)CCc2onc(-c4ccc(Br)cc4)c2-3)cc1 | -0.8 | 0 | 2 | 3 | -2 | -1 | 7 | 2 | 3 | 1
O=CN1CCN(C(=O)c2cccc([N+](=O)[O-])c2)CC1 | 0.1 | -3 | 3 | -1 | 0 | -2 | -2 | -1 | -9 | -3
COc1ccc(OC)c(N(CC(=O)NCCc2ccc(OC)c(OC)c2)S(=O)(=O)c2ccccc2)c1 | -0.3 | 2 | -3 | -1 | 7 | -7 | 0 | -4 | -1 | 2
Cc1ccc(CN(C)C[C@H]2OCc3cnnn3CCCC(=O)N([C@H](C)CO)C[C@@H]2C)cc1 | 0.1 | -5 | 3 | 3 | -8 | 2 | 0 | 3 | -18 | -4
COCc1nnc(NC(=O)c2ccc(Cl)cc2[N+](=O)[O-])s1 | -0.2 | 0 | -1 | 5 | -3 | -6 | 1 | -4 | -4 | 10
Cn1cc(CN2CCC(C(=O)Nc3ccc(Oc4ccccc4F)cc3)CC2)cn1 | 1.2 | -6 | 0 | -2 | -5 | 11 | 0 | 0 | 7 | -2
Cc1ccc(/C=N/Nc2cc(C)nc(NCc3ccccc3)n2)cc1 | 0.0 | -5 | -4 | 1 | -1 | -3 | 1 | 2 | -22 | -7
CC(=O)c1cc2c(cc1NC(=O)CCn1cccc1)OCO2 | 0.0 | -4 | 2 | -2 | 1 | 1 | 1 | 0 | 11 | -1
Cc1c([N+](=O)[O-])cc(S(=O)(=O)Nc2ccncc2)cc1[N+](=O)[O-] | 0.3 | 8 | -1 | 1 | 7 | -1 | 4 | -1 | 4 | 7
COc1ccc(OC)c(/C=c2\sc3nc(-c4cccs4)nn3c2=O)c1 | 0.9 | -5 | 8 | 2 | -3 | 2 | 2 | -3 | 5 | 2
CCCC(=O)Nc1ccc2oc(-c3cccnc3)nc2c1 | -3.6 | 7 | 2 | -3 | -4 | -10 | 0 | 4 | -6 | -2
O=C(Nc1c(-c2ccccc2)nc2ncccn12)c1ccc(F)cc1 | 14* | -7 | -2 | 2 | -2 | . | 1 | -1 | -5 | -2
Fc1ccc(-c2csc(-c3ccc(C4SCCS4)cc3)n2)cc1F | -1.2 | 1 | 3 | 0 | -3 | -4 | 0 | -2 | 10 | 5
O=C(NC(=S)Nc1ccc(Br)cc1)C1CCC1 | -0.5 | -13 | -2 | 0 | -3 | 1 | -1 | 2 | 8 | 2
CCOC(=O)Nc1ccc2c(c1)N(C(=O)CN1CCN3CCCC3C1)c1ccccc1CC2 (centres undefined) | -0.8 | -3 | -2 | 2 | -5 | -6 | -3 | 7 | -12 | -2
COc1ccc(C(OC(=O)c2ccco2)C(=O)NC(C)(C)C)cc1 (centres undefined) | -0.2 | -3 | 0 | 0 | 2 | 9 | 2 | -1 | 15 | 1
Cc1c(C(C)(C)O)[nH]c2ccc(C#N)cc12 | 0.2 | -3 | -1 | -7 | -3 | 1 | -1 | -3 | 8 | -2
CCc1c(C)sc(NC(=O)c2cc(C(C)C)on2)c1C#N | 0.9 | 6 | 1 | -5 | -1 | 3 | -3 | 1 | -9 | -1
CCOC(=O)c1cc(Br)c(=O)n2ccccc12 | 4.4 | -1 | -3 | 0 | 5 | -5 | 2 | -2 | 5 | 4
COc1ccc2nc(NC(=O)c3ccc(Br)s3)sc2c1 | 0.5 | -11 | 0 | 0 | -12 | 0 | -6 | -2 | 1 | -2
O=C(N/C(=C/c1cccs1)C(=O)N1CCOCC1)c1cccs1 | 0.4 | -4 | -6 | 1 | 2 | -7 | 3 | 1 | -14 | -4
CC1=C(C(=O)Nc2ccccc2F)C(c2cccs2)C2=C(CCCC2=O)N1 (centres undefined) | 6.4 | 0 | 1 | 1 | 5 | 5 | 4 | 0 | 2 | 1
COc1cc(CO)ccc1OCc1nnnn1-c1ccc(C)cc1 | 0.3 | 2 | 4 | -3 | 5 | 1 | 9 | -2 | 5 | 2
O=c1oc2ccc3ccccc3c2cc1-c1nnc(-c2ccccc2)o1 | -17 | -1 | 3 | 0 | 9 | 1 | -4 | -5 | 8 | 0
CCN(CC)c1ccc(NC(=S)NCC2CCCO2)cc1 (centres undefined) | 0.3 | 4 | -3 | -1 | 5 | -2 | 7 | 1 | 0 | -1

No enrichment for hits; about 4.6% have a hit in one of these screens.
